KCNQ2 block: KCNQ2 potassium channel inhibitors, primary screen, cell-based, CHO-K1, FluxOR thallium flux, B-score (AID 2156); 310,000 tested, 1.1% active; 20 min; active compounds read low; Potassium voltage-gated channel subfamily KQT member 2 (Rattus norvegicus), O88943; B-score at 10 µM;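 active = fluorescence ratio B-score at most minus 3 library SDs, with starting brightness B-score within 2 library SDs, cut at about -5.5 in these data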
Kir21 inh: inhibitors of mouse Kir2.1 inward-rectifier potassium channel; Inward rectifier potassium channel 2 (Mus musculus), P35561; HEK293-Kir2.1, FluxOR thallium flux fluorescence; active compounds read low; B-score at 10 µM; 310,000 tested, 0.85% active;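 active = fluorescence ratio B-score at or below minus 3 SD of library scores, with starting-brightness B-score within 2 SD, cut at about -4.2 in these data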;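 also: channel flux triggered by added potassium and thallium sulfate stimulus; B-score of peak minus minimum fluorescence over baseline after thallium stimulus; more negative B-score means stronger Kir2.1 block with less thallium influx; some compounds called inactive have numbers as strong as hits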
Target sequence (P35561 whole entry, looked up): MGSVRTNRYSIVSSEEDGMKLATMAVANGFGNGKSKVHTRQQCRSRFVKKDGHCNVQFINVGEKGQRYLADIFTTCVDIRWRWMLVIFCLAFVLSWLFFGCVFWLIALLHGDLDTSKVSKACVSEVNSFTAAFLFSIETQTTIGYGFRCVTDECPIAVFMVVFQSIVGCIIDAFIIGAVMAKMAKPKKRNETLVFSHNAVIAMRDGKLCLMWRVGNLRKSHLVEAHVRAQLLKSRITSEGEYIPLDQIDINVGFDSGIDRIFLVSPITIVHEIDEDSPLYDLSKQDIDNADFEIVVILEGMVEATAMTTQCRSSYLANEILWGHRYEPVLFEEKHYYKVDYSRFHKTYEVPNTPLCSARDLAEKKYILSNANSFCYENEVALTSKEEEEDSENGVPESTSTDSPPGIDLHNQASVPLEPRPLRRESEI
Active calls of the source: *; i = inactive.

SMILES | KCNQ2 block | Kir21 inh
CN1CCN(Cc2c(O)ccc3occ(C(=O)c4ccccc4)c23)CC1 | i | -0.26
COc1ccccc1-n1c(SC(C)C(=O)NCC2CCCO2)nc2cc(Cl)ccc2c1=O (stereo unspecified) | i | 1.75
Cc1cc2ccccc2n2c(SCC(=O)N3CCc4ccccc4C3)nnc12 | i | 0.88
CC(CC1CC(C)(C)OC1=O)C(=O)Nc1nncs1 (stereo unspecified) | i | -0.47
O=C(c1ccccc1)c1ccc(COC(=O)c2cnccn2)cc1 | i | -0.32
Cc1ccc(NC(=O)CSc2nnnn2C)cc1S(=O)(=O)N(C)C | i | -1.82
CCOC(=O)c1[nH]c2ccccc2c1NC(=O)CC(C)C | i | -1.29
CC1=Nc2ccccc2N=C(NC(=O)c2ccccc2)C1c1ccc(Cl)cc1 (stereo unspecified) | i | 0.41
COc1ccccc1OCC(=O)OCC(=O)Nc1sccc1C(N)=O | i | -0.5
NS(=O)(=O)c1ccc(NC(=O)COC(=O)C23CC4CC(CC(C4)C2)C3)cc1 | i | 1.73
C=CCN1CCN(C(c2ccccc2)c2nnnn2CCC(C)C)CC1 (stereo unspecified) | i | -0.28
COCCCn1c(=S)[nH]c2ccc(N3CCOCC3)cc2c1=O | i | 0.09
COc1ccc(C(=O)N2CCC(O)(c3ccc(F)cc3)CC2)cc1OC | i | -0.29
O=C1CCCC2=C1C(c1ccc(Cl)cc1)C1C(=O)c3ccccc3C1=N2 (stereo unspecified) | i | 0.26
CCOc1ccccc1NC(=O)C1CCCN(S(=O)(=O)c2ccccc2)C1 (stereo unspecified) | i | -1.31
C/C(CCC(=O)OC[C@H]1O[C@H](C#Cc2ccccc2)C=C[C@@H]1Oc1ccc(C)cc1)=N\OC[C@@H](O)[C@H]1O[C@@H]2OC(C)(C)O[C@@H]2[C@H]1O | i | 1.88
CN(Cc1cnccn1)Cc1c(C(=O)N2CCc3ccccc3C2)nc2ccc(Cl)cn12 | i | -1.92
COc1ccc(CNC(=O)c2ccc(CS(=O)(=O)Cc3ccccc3F)o2)cc1 | i | 0.54
Cn1cc([N+](=O)[O-])c(C(=O)Nc2nc(-c3ccc(Cl)cc3)cs2)n1 | i | 2.26
O=C1Nc2ccccc2Nc2ncccc21 | i | -0.35

A run of entries from further up, for reference:
SMILES | KCNQ2 block | Kir21 inh
O=C(c1ccccc1)c1ccc(COC(=O)c2cnccn2)cc1 | i | -0.32
Cc1ccc(NC(=O)CSc2nnnn2C)cc1S(=O)(=O)N(C)C | i | -1.82
CCOC(=O)c1[nH]c2ccccc2c1NC(=O)CC(C)C | i | -1.29
CC1=Nc2ccccc2N=C(NC(=O)c2ccccc2)C1c1ccc(Cl)cc1 (stereo unspecified) | i | 0.41
COc1ccccc1OCC(=O)OCC(=O)Nc1sccc1C(N)=O | i | -0.5
NS(=O)(=O)c1ccc(NC(=O)COC(=O)C23CC4CC(CC(C4)C2)C3)cc1 | i | 1.73
C=CCN1CCN(C(c2ccccc2)c2nnnn2CCC(C)C)CC1 (stereo unspecified) | i | -0.28
COCCCn1c(=S)[nH]c2ccc(N3CCOCC3)cc2c1=O | i | 0.09
COc1ccc(C(=O)N2CCC(O)(c3ccc(F)cc3)CC2)cc1OC | i | -0.29
O=C1CCCC2=C1C(c1ccc(Cl)cc1)C1C(=O)c3ccccc3C1=N2 (stereo unspecified) | i | 0.26
CCOc1ccccc1NC(=O)C1CCCN(S(=O)(=O)c2ccccc2)C1 (stereo unspecified) | i | -1.31
C/C(CCC(=O)OC[C@H]1O[C@H](C#Cc2ccccc2)C=C[C@@H]1Oc1ccc(C)cc1)=N\OC[C@@H](O)[C@H]1O[C@@H]2OC(C)(C)O[C@@H]2[C@H]1O | i | 1.88
CN(Cc1cnccn1)Cc1c(C(=O)N2CCc3ccccc3C2)nc2ccc(Cl)cn12 | i | -1.92
COc1ccc(CNC(=O)c2ccc(CS(=O)(=O)Cc3ccccc3F)o2)cc1 | i | 0.54
Cn1cc([N+](=O)[O-])c(C(=O)Nc2nc(-c3ccc(Cl)cc3)cs2)n1 | i | 2.26
O=C1Nc2ccccc2Nc2ncccc21 | i | -0.35

(more compounds)
SMILES | KCNQ2 block | Kir21 inh
CCOc1ccc(N2CC(C(=O)Nc3nnc(C4CCCCC4)s3)CC2=O)cc1 (stereo unspecified) | i | 1.19
O=C1CN(C(=O)/C=C/c2cc(Br)ccc2F)CCN1 | i | -0.01
O=c1c2ccccc2nc(CSc2nnnn2-c2ccccc2)n1-c1ccccc1 | i | 0
COc1ccccc1CCNC(=O)CCn1c(=O)oc2ccccc21 | i | -2.5
C=CCOc1c(Br)cc(CNc2nccs2)cc1OC | i | -0.23
CN(CC(=O)Nc1cccc(F)c1)C(=O)CSc1ccccc1F | i | 1.98
O=C(COc1ccc(F)cc1)NNC(=O)c1cc2ccccc2oc1=O | i | 0.01
CCCn1c(/C=C/c2ccco2)nc2ccccc21 | i | -0.06
COc1cc(-c2cc(C(=O)Nc3nc4ccccc4s3)c3ccccc3n2)cc(OC)c1OC | i | -0.68
CC12CCC(C(=O)NCc3ccc4c(c3)OCO4)(OC1=O)C2(C)C (stereo unspecified) | i | 0.82
CNC(=O)CSc1nnnn1-c1ccc(C)cc1C | i | 0.01
CCCSc1nnc(N2C(=O)C(O)=C(C(=O)c3ccco3)C2c2ccccc2F)s1 (stereo unspecified) | i | 1.19
NC(=O)CC(NC(=O)OCc1ccccc1)C(=O)O (stereo unspecified) | i | 0.14
Cc1cc(C)c2c(=O)[nH]c(SCC(=O)N3CCOCC3)nc2n1 | i | 0.24
CCNc1nc(NC(C)C)nc(NS(=O)(=O)c2ccc(C)cc2)n1 | i | 0.81
CC(CN1CCCCC1)OC(=O)c1ccc2c(c1)OCO2 (stereo unspecified) | i | 0.53
CC1(c2nnc(-c3ccc(F)cc3)o2)CC(c2c(Cl)cccc2Cl)=NO1 (stereo unspecified) | i | -0.05
COc1ccccc1NC(=O)CSc1nc(=O)n(Cc2ccncc2)c2c1CCCC2 | i | -1.2
COc1ccc(NC(=O)Nc2ccc(OCc3ccccc3)cc2)cn1 | i | 0
O=S(=O)(c1ccc(F)cc1)N1CCc2ccccc2C1 | i | -0.02
C=CCn1c(SCC(=O)Nc2nccs2)nnc1-c1ccco1 | i | -0.2
N#CC1=C(N)OC2=C(C(=O)CCC2)C1CCc1ccccc1 (stereo unspecified) | i | -4.14
Cn1c(=O)n(CCc2ccccc2)c(=O)c2c1nc1n2CCCN1Cc1ccccc1 | i | 1.02
CC(C)NC(=O)Nc1cccs1 | i | -0.31
CCCc1cc(=O)[nH]c(SCC(=O)c2c(C)[nH]c3ccccc23)n1 | i | -0.45
Cc1cccn2c(=O)c(/C=C(\C#N)C(=O)NCc3ccco3)c(N3CCCC(C)C3)nc12 (stereo unspecified) | i | 0.02
CC(=O)N1CC2([N+](=O)[O-])CN(C(C)=O)CC([N+](=O)[O-])(C1)C2(C)C | i | 2.15
CCC(=O)Nc1nnc(SCC(=O)NCC2CCCO2)s1 (stereo unspecified) | i | 1.23
COc1ccc(Cl)cc1S(=O)(=O)NC(C)C(=O)NCc1ccc2c(c1)OCO2 (stereo unspecified) | i | 1.15
O=C(COc1cccc2ccccc12)N1CCN(c2ccccc2)CC1 | i | 0.78
O=C(NCCCNC(=O)c1cc(Cl)ccc1Cl)c1cnccn1 | i | -0.1
CC(C)(C)OC(=O)N1CCC(c2c(C(=O)O)cnn2-c2ccccc2Cl)CC1 | i | 0.26
c1ccc2c(c1)nc1sccn12 | i | 0.22
COC(=O)c1c(O)cc(=O)n2c1CCCCC2 | i | -0.46
COc1cccc(CC2(CO)CCCN(CC3=Cc4cc(OC)ccc4OC3)C2)c1 (stereo unspecified) | i | 0.68
O=C(CN1C(=O)COc2ccccc21)N1CCCC1 | i | -1.43
Cc1ccc(S(=O)(=O)N2CCN(Cc3cc(C(C)C)ccc3O)CC2)cc1 | i | -1.17
COc1ccc(CNC(=O)Cn2cc3c(n2)CCCCC3)cc1 | i | -1.67
CCCN(CC(=O)Nc1cccc(S(N)(=O)=O)c1)CC(=O)Nc1ccc(F)c(F)c1F | i | 0.06
O=[N+]([O-])c1ccc(N2CCCCC2)c(-c2nn[nH]n2)c1 | i | 0.59
O=C(CCN1CCCCC1)c1ccc2c(c1)OCCO2 | i | 0.34
Cc1cc(C(F)F)n2ncc(C(=O)NCc3ccccc3C(F)(F)F)c2n1 | i | 0.47
Cc1ccc(C(C)(C)C)c(OCCCn2ccnc2)c1 | i | -1.56
Cc1ccc(S(=O)(=O)N/N=C\c2cc3c(cc2Br)OCO3)cc1 | i | 0.24
O=C(O)c1ccc(-n2nncc2-c2ccccc2)cc1 | i | -1.59
CCOC(=O)C1=C(C)Nc2ncnn2C1c1cc(OC)ccc1OC (stereo unspecified) | i | 0.74
CCc1cc(=O)oc2cc(C)cc(OC(C)C(=O)NC(Cc3c[nH]c4ccc(O)cc34)C(=O)O)c12 (stereo unspecified) | i | 0.11
CCC(CC)=C(C#N)C(=O)NC1CCCCC1 | i | 0.79
CC1CCCCC12NC(=O)N(CC(=O)c1ccc[nH]1)C2=O (stereo unspecified) | i | 0.02
CCC1=Nc2cc(C(=O)NCC3CCCO3)ccc2Sc2ccc(Cl)cc21 (stereo unspecified) | i | -1.22
CC(C)Oc1ccc(C(=O)NC(=S)Nc2ccc(CN3CCOCC3)cc2)cc1 | i | -0.01
CCOC(=O)C1CCCN(C(=O)c2cccc(S(=O)(=O)N(C)c3c(C)n(C)n(-c4ccccc4)c3=O)c2)C1 (stereo unspecified) | i | 0.74
COc1ccc(CNC(=O)COC(=O)CCc2c[nH]c3ccccc23)cc1 | i | -1.49
COc1ccc(N=C2SCC(=O)N2c2ccc(OC)cc2)cc1 | i | -0.01
O=C(O)c1cc(N2C(=O)C3C4C=CC(C4)C3C2=O)ccc1N1CCOCC1 (stereo unspecified) | i | 1.35
CCC(=O)Nc1c(S(=O)(=O)c2ccccc2)c2nc3ccccc3nc2n1Cc1ccccc1 | i | 0.19
CCc1ccc(S(=O)(=O)/N=C2\C=C(Nc3ccc(C(=O)O)cc3)C(=O)c3ccccc32)cc1 | i | 0.11
CCn1c(COc2ccccc2C)nnc1SCC(=O)CC(=O)Nc1ccccc1 | i | -1.71
O=C(CNC(=O)c1cccc(F)c1)OCC(=O)N1CCCc2ccccc21 | i | 1.88
COc1ccc(-c2cc(C(=O)Nc3cccnc3Cl)no2)cc1 | i | -0.28

Later entries:
SMILES | KCNQ2 block | Kir21 inh
Cc1ccc(NC(=O)c2ccccc2SCC(=O)N2CCCC2)cc1S(=O)(=O)N(C)C | i | -0.06
Cc1cc(C)c(C(=O)CSc2nc(C)cc(C)c2C(N)=O)c(C)c1 | i | -1.28
COc1ccc(C(=O)Nc2c3c(nn2-c2ccc([N+](=O)[O-])cc2)CS(=O)(=O)C3)cc1 | i | -0.66
CCn1c(SCC(=O)Nc2ccccc2Cl)nnc1C1CC1 | i | -0.09
Cc1nn(CC(=O)Nc2ccc(C(=O)N3CCCC3)cc2)c(=O)c2ccccc12 | i | 0.21
CSc1cccc(CN2CCC(CO)(Cc3cccc(C(F)(F)F)c3)CC2)c1 | i | -1.58
CCOC(=O)c1sc2nc(CC(=O)OC)nc(N(C)CCc3ccccn3)c2c1C | i | 0.18
C=CCC(NCc1ccccc1)c1ccc(C)o1 (stereo unspecified) | i | 0.35
COCCN(C(=O)C1CC1)c1nnc(-c2ccc(C)cc2)s1 | i | -0.66
CCC(=O)c1ccc(OCC(=O)OCC(=O)NC2CCCCCC2)cc1 | i | 0.71
CC(C(=O)NC1CCCCC1)N1CCN(C)CC1 (stereo unspecified) | i | 0.82
Cn1c(SCCCC(=O)c2ccc(F)cc2)nnc1-c1ccncc1 | i | -1.23
O=C1CC(N(CCc2ccccc2)C(=S)Nc2ccccc2)C(=O)N1c1ccc(Br)cc1 (stereo unspecified) | i | 2.28
O=C(CCn1c(=O)oc2ccccc21)NCCC1=CCCCC1 | i | -0.03
COc1ccc(S(=O)(=O)Nc2cc(C)ccc2OC)cc1C | i | -6.96*
CCOC(=O)/C(C#N)=N/Nc1ccccc1C#N | i | 0.13
O=C(Cn1c(C(F)(F)F)nc2ccccc21)N/N=C/c1ccco1 | i | 1
Cc1nn(-c2ccccc2)c(N2CCCC2)c1/C=N/NC(=O)c1ccccc1O | i | -0.56
Cc1ccc(-c2nn(-c3ccccc3)cc2C2CC(c3cccs3)=NN2C(=O)CCC(=O)O)cc1 (stereo unspecified) | i | -0.42
Cc1ccc(NC(=O)C(C)OC(=O)c2n[nH]c3ccccc23)cc1 (stereo unspecified) | i | -1.27
COc1cc(NC(=O)CN2CCN(CC(=O)Nc3ccccc3OC)CC2)cc(OC)c1 | i | 0.51
O=S(=O)(c1cccc(-c2cn3ccccc3n2)c1)N1CCCCC1 | i | 0.77
S=C(Nc1ccccc1Cl)N1CCC(c2ccccc2)C1 (stereo unspecified) | i | 3.46
Cc1ccc(-n2c3c(c(=O)[nH]c2=O)C(NS(=O)(=O)c2ccc(C)cc2)(C(F)(F)F)C(=O)N3)cc1 (stereo unspecified) | i | 1.53
CC(C)N(NC(=O)c1cccc2ccccc12)C(C)C | i | 0.44
C/C(=N\NC1=NCCN1)c1ccccc1 | i | 0.52
N#Cc1cc(Sc2ccccn2)c([N+](=O)[O-])cc1C#N | i | -1.57
CC[C@H](C)[C@H](NC(=O)CNC(=O)COc1cc2c(c3oc(=O)cc(C)c13)CCC(C)(C)O2)C(=O)O | i | 0.09
CCCC(C)c1nnc(NC(=O)c2cc(C(=O)OC)cc([N+](=O)[O-])c2)s1 (stereo unspecified) | i | 0.31
CC(C)(C)CN1CCC(Oc2cccc(C(=O)NCCCOc3cccnc3)c2)CC1 | i | -0.2
COc1cc(C2CC(C(F)(F)F)n3ncc(C(=O)O)c3N2)cc(OC)c1OC (stereo unspecified) | i | 0.6
CCc1ccc(NS(=O)(=O)c2ccc3[nH]cc(C(=O)N4CCCCC4)c(=O)c3c2)cc1 | i | 0.12

From PubChem BioAssay
